SV40 large T antigen: TAg ATPase/helicase activity blockers – biochemical (AID 1903) | SV40 large T antigen ATPase/helicase inhibition assay; higher % means a stronger effect | inhibition, % at 20 µM, or IC50 in µM where a hit was titrated | hit rate 0.39% among 310,000; in the data active means a potency from the dose series; inconclusive means inhibition mostly from about 32% at the one dose, without a potency; inactive means the rest, 99 in 100 with inhibition below about 32%; further: strong numbers were not always called active
T cell HTS: T cell immune modulation candidate. calls only at 7 µM. hit rate 0.068% among 330,000. 2C CD8+ T cell-vesicle binding, flow cytometry; active compounds read low;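 active means response, share of CD8 T cells binding vesicles, and their 90th percentile fluorescence all below set limits, cut at about 80% in these data, passing the limit was not always enough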
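incubation = binding step 1.5 h, 37 °C, antibody labelling 20 min, ice | test system = 2C mouse CD8+ T cells | read-out basis = percent CD8+ FL2 mean versus row control | controls = Peptide-free naked vesicles (low) and QL9 vesicles with 0.7% DMSO vehicle (high) | detection = flow cytometry of vesicle-bound cells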
Rac1 GTP hydrolysis: MgcRacGAP GTPase-activating activity inhibitors, confirmation, biochemical, ADP Hunter fluorescence | inhibition, % at 30 µM; hits with a dose series show IC50 in µM | MgcRacGAP-stimulated Rac1 GTP hydrolysis, ADP Hunter fluorescence; higher % means a stronger effect; GST-tagged Rac1 F28L mutant substrate | hit rate 0.6% among 340,000;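 active means first-screen hits whose inhibition reached a set limit at any dose in the follow-up dose series; inconclusive means inhibition above the set first-screen limit but never retested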;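 further: fluorescence reports GDP produced by GAP-driven GTP hydrolysis; strong numbers were not always called active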
RSV CPE inhibition: inhibition of RSV-induced cytopathic effect – HEp-2 cells, primary 10 µM value included (AID 2391). CPE inhibition, % at 10 µM; hits with a dose series show IC50 in µM. hit rate 0.13% among 310,000. HEp-2 cells, RSV-induced CPE inhibition; higher % means a stronger effect; in the data active means a potency from the dose series; inconclusive means CPE inhibition mostly from about 23% at the one dose, without a potency; inactive means the rest, 99 in 100 with CPE inhibition below about 21%; further: strong numbers were not always called active
K1F lysis inhibition: inhibition of K1F phage lysis, E. coli UTI89, bacterial capsule biogenesis inhibitors, alamar blue (AID 488966). inhibition, % at 100 µM; hits with a dose series show IC50 in µM. hit rate 0.02% among 340,000. E. coli UTI89 K1F phage lysis, alamar blue, 2 h; higher % means a stronger effect;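 active means phage lysis inhibition, versus mean bacterial control, above a set limit; inconclusive means no clear call, values can overlap the other calls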;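 further: capsule biogenesis inhibitors block K1F phage lysis so surviving cells raise fluorescence; higher fluorescence means more inhibition of phage lysis; actives were called in the ten point dose series up to 300 µM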
Dengue-2 NS5 capping: flavivirus cap methylation enzyme inhibition – biochemical, confirmation dose response, primary screen (AID 588689); Dengue-2 NS5 methyltransferase capping enzyme assay, biochemical; higher % means a stronger effect; one-dose inhibition, % at 25 µM; IC50 in µM for titrated hits; hit rate 0.3% among 340,000; in the data active means a potency from the dose series; inconclusive means inhibition above about 29% without an active follow-up result
PhoP inhibition: PhoP-dependent GFP reporter repression – Salmonella Typhimurium, primary screen (AID 1863). S. Typhimurium PhoP-regulated promoter GFP reporter, 4 h; higher % means a stronger effect. one-dose inhibition, % at 50 µM; IC50 in µM for titrated hits. hit rate 0.16% among 300,000;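 active means inhibition over 29.93%, a cutoff 3 SD above the screen mean, later confirmed by dose response; inconclusive means inhibition over 29.93% but no dose response follow-up; inactive means inhibition at most 29.93% or unconfirmed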;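 further: 0% = low Mg2+ inducing control and 100% = high Mg2+ repressing control; strong numbers were not always called active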
NTR1 agonist: NTR1-driven beta-arrestin-GFP spot formation – imaging, U2OS cells, high content, primary screen (AID 493036). P30989. agonist mode. hit rate 0.17% among 330,000. activation, % at 20 µM;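 active means activation at or above 40% of the spot to cytoplasm intensity ratio, with at least 20 cells analyzed; inconclusive means wells under 20 cells, flagged as cytotoxic or low count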;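 further: 0% = DMSO without peptide and 100% = 100 nM NTR1 peptide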
Target sequence (P30989 whole entry, looked up): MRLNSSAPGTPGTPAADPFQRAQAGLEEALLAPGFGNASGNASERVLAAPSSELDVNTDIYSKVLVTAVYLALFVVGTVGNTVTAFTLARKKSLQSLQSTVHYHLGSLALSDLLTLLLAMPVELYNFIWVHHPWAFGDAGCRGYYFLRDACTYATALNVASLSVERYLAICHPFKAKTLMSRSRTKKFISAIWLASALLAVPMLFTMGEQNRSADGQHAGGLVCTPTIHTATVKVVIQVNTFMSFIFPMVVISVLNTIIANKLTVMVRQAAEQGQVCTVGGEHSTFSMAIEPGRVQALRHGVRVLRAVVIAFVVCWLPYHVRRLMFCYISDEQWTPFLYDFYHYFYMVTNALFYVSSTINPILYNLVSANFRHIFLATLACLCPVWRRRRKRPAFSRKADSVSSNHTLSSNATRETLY
West Nile antiviral: inhibition of WNV-induced cytopathic effect – cell-based, CPE readout (AID 1621) | one-dose CPE inhibition, % at 10 µM; IC50 in µM for titrated hits | West Nile virus-infected cells, CPE inhibition; higher % means a stronger effect | hit rate 0.02% among 290,000; in the data active means a potency from the dose series; inconclusive means CPE inhibition mostly from about 3.7% at the one dose, without a potency; inactive means the rest, 99 in 100 with CPE inhibition below about 2.2%; further: strong numbers were not always called active
T cell HTS vesicle-bound %: recorded beside T cell HTS, whose call it bears; double positive events, %; measured here: CD8+ vesicle-bound cell fraction;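 binding gate set so that unloaded-vesicle control wells show 10% double positive cells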
NTR1 agonist cell count 20 µM: second read-out of NTR1 agonist, no call of its own (marks repeat the call); cell count; measured here: cell count, cytotoxicity flag
* marks the source's active call; other numbers are inactive results; i = inactive; ? = inconclusive; / = no result given; & = joins results of further samples; [ ] = another dose, or the depositor's remark. Only part of the results is shown. The share of hits here may be higher or lower than overall.

SMILES | SV40 large T antigen | T cell HTS | T cell HTS vesicle-bound % | Rac1 GTP hydrolysis | RSV CPE inhibition | K1F lysis inhibition | Dengue-2 NS5 capping | PhoP inhibition | NTR1 agonist | NTR1 agonist cell count 20 µM | West Nile antiviral
CCc1ccc(NC(=O)C(C)OC(=O)c2c(C)nn(Cc3ccccc3)c2Cl)cc1 (stereo unspecified) | 3% | i | 62 | 16% | 7.6% | 0.1% | 4% | 26% | 0.6 | 72 | -0.8%
COC(=O)C1=C(c2ccc(S(C)(=O)=O)cc2)C[C@@H]2CC[C@H]1N2C(=O)NC1CCCCC1 | 12% | i | 18 | 7% | 2.6% | 0.2% | -5% | / | -0.1 | 81 | -0.1%
O=C(c1cc2cc(Cl)ccc2[nH]1)N1CCC2(CC1)OCCO2 | 13% | i | 36 | 1% | 6.0% | 0.2% | -9% | -6% | 0.6 | 61 | -1.0%
CCOC(=O)C1=C(N)OC2=C(C(=O)CCC2)C12C(=O)Nc1ccccc12 (stereo unspecified) | 1% | i | 26 | -2% | 0.4% | 0.8% | -1% | 9% | 0.8 | 72 | -0.2%
Cc1ccc(-n2c(C)nc3cc(Cl)ccc3c2=O)nc1 | 14% | i | 56 | 5% | -0.3% | 0.4% | -8% | 7% | -0.5 | 87 | -1.6%
Oc1ccc2c3c1O[C@H]1c4oc5ccccc5c4C[C@@]4(O)[C@@H](C2)N(CC2CC2)CC[C@]314 | 30% | i | 20 | 1% | -1.6% | 7.1% | -4% | 1%&-6% | -0.9 | 64 | -0.1%
Cc1cccc(N/N=C/c2c(O)[nH]c(=S)[nH]c2=O)c1 | 22% | / | / | 14% | -1.8% | -0.4% | 2% | / | 0.4 | 55 | -0.8%
O=C1CC(=O)N(c2cccc(Br)c2)C(=O)N1 | 15% | i | 35 | 8% | -0.3% | 1.2%[50 µM] | -19% | 0% | -1.2 | 48 | -0.4%
CSc1ccc(C(=O)C2CCCN(Cc3cc4ccccc4[nH]3)C2)cc1 (stereo unspecified) | 17% | i | 44 | 5% | 11% | -2.1% | -10% | 5% | 14 | 43 | -1.2%
CCn1c(O)c(C(c2ccccn2)c2c(O)n(CC)c(=S)[nH]c2=O)c(=O)[nH]c1=S | 18% | i | 36 | 7% | 1.8% | 6.5% | 2% | 6% | 0.0 | 72 | 0.3%

Grouped by structure: those above containing four or more nitrogen atoms.
SMILES | SV40 large T antigen | T cell HTS | T cell HTS vesicle-bound % | Rac1 GTP hydrolysis | RSV CPE inhibition | K1F lysis inhibition | Dengue-2 NS5 capping | PhoP inhibition | NTR1 agonist | NTR1 agonist cell count 20 µM | West Nile antiviral
Cc1cccc(N/N=C/c2c(O)[nH]c(=S)[nH]c2=O)c1 | 22% | / | / | 14% | -1.8% | -0.4% | 2% | / | 0.4 | 55 | -0.8%
CCn1c(O)c(C(c2ccccn2)c2c(O)n(CC)c(=S)[nH]c2=O)c(=O)[nH]c1=S | 18% | i | 36 | 7% | 1.8% | 6.5% | 2% | 6% | 0.0 | 72 | 0.3%

Taken from above:
Value of `CCc1ccc(NC(=O)C(C)OC(=O)c2c(C)nn(Cc3ccccc3)c2Cl)cc1` (stereo unspecified) in SV40 large T antigen: 3%
Value of `CSc1ccc(C(=O)C2CCCN(Cc3cc4ccccc4[nH]3)C2)cc1` (stereo unspecified) in RSV CPE inhibition: 11%

Continued.
SMILES | SV40 large T antigen | T cell HTS | T cell HTS vesicle-bound % | Rac1 GTP hydrolysis | RSV CPE inhibition | K1F lysis inhibition | Dengue-2 NS5 capping | PhoP inhibition | NTR1 agonist | NTR1 agonist cell count 20 µM | West Nile antiviral
O=C1NC(=O)N(Cc2ccc(F)cc2)C(=O)/C1=C\c1ccc([N+](=O)[O-])s1 | 32% | i | 25 | 28% | / | -1.6% | 20% | -18% | 0.3 | 40 | -0.1%
CCC(=O)N1N=C2C3CCN(CC3)C2C1c1ccccc1 (stereo unspecified) | 5% | i | 65 | -2% | 1.1% | 1.3% | -3% | -2% | -0.1 | 40 | 0.0%
C=CCN1CC[C@@]2(C)c3cc(O)ccc3CC1[C@@H]2C | 6% | i | 23 | 5% | -1.5% | 3.1% | -2% | 0% | 3.1 | 58 | 0.1%
Cc1ccc(CN2C3CCCC2CC(NC(=S)NCc2ccccc2)C3)cc1 (stereo unspecified) | 11% | i | 59 | 9% | 0.3% | -0.7% | -4% | 1% | 5.6 | 41 | -1.4%
C[C@H]1C/C=C/[C@H]2[C@H](O)[C@H](C)[C@@](C)(O)[C@H]3[C@H](Cc4ccccc4)NC(=O)[C@]32[C@H](O)/C=C/[C@](C)(O)C1 | 6% | i | 30 | / | / | / | / | -5% | -2.5 | 91 | 0.0%
O=C(CN1C(=O)CCSc2ccccc21)N1CCC2(CC1)OCCO2 | 10% | i | 14 | -1% | 0.9% | -0.8% | -6% | 0% | 3.1 | 70 | 0.1%
C=CCn1c(O)c(/C(C)=N/NC(=S)Nc2ccccc2)c(=O)[nH]c1=O | 27% | i | 14 | 18% | -1.2% | 0.0% | -9% | -4% | 1.0 | 59 | 0.3%
Cc1ccc2c(c1)C1CN(C)CCC1N2C(=O)c1cccs1 (stereo unspecified) | 6% | i | 46 | 12% | 0.0% | 0.2% | -3% | 21% | 0.0 | 58 | 0.1%
COc1ccccc1N=Nc1c(O)[nH]c(=S)[nH]c1=O | 7% | i | 53 | 8% | 2.5% | 0.1% | -36% | 2% | -1.5 | 52 | 1.6%
C[C@]12C=CC(=O)C=C1C=C[C@@H]1C2CC[C@]2(C)C(=O)CCC12 (stereo partly specified) | -40% | i | 32 | 11% | 0.3% | -1.4%[50 µM] | -9% | -7% | 2.5 | 40 | 0.0%
CC12CN3C(O)C(C)(C1)CC(C)(C2)C3O (stereo unspecified) | 16% | i | 47 | 0% | 0.1% | 1.8% | -4% | -6% | 2.1 | 50 | -1.2%
Cc1nc2cc(C(=O)N3CCC4(CC3)OCCO4)ccc2n1-c1ccc(Br)cc1 | 6% | i | 63 | 2% | 2.7% | 6.5% | -4% | 3% | -0.7 | 47 | 0.0%
FC(F)=C(F)CCSc1ncn[nH]1 | 7% | i | 32 | 1% | 0.3% | 0.3% | 2% | -2% | -0.6 | 31 | 1.0%
Cc1c(C(=O)c2ccccc2)c2ccccc2n1C | 8% | i | 43 | 0% | 7.5% | 0.0% | 2% | -3% | 0.2 | 44 | -0.1%
CCN(CC)c1ccc(/C=C2\C(=O)NC(=O)N(CC3CCCO3)C2=O)cc1 (stereo unspecified) | 16% | i | 63 | ? | 0.8% | 0.2% | -52% | 3% | -0.7 | 94 | -0.1%
CN(C)C1(CNC(=O)c2ccc(Cl)c(S(=O)(=O)NCc3ccco3)c2)CCCCC1 | 15% | i | 56 | 7% | 0.1% | 0.2% | -1% | -1% | -1.1 | 76 | ?
Cc1ccc(Cn2ccccc2=N)cc1 | -3% | i | 39 | / | 1.2% | -0.4%[50 µM] | -7% | 15% | / | / | 0.7%
CCOC(=O)c1c(-n2c(C)cc(/C=C3/C(=O)NC(=O)N(CC)C3=O)c2C)sc2c1CCCC2 | / | i | 42 | 9% | ? | 1.9% | ? | / | -3.9 | 100 | -0.1%
C=COCCn1c(C)c(C(=O)OCC)c2cc(O)ccc21 | 3% | i | 38 | -1% | 3.3% | 1.3% | -2% | -1% | 7.4 | 87 | 1.0%
Cc1cc(C)c2c(c1)-c1cc(C)nn1C(c1cccnc1)N2 (stereo unspecified) | 6% | i | 18 | 1% | 0.6% | 4.8% | -5% | -3% | 1.5 | 47 | -0.6%
O=c1[nH]c(=O)n(CC2CCCO2)c(O)c1/C=C1\C=Nc2ccccc21 (stereo unspecified) | 25%&20% | i | 46&27 | 18%&13% | 2.4%&0.1% | 0.0%&-0.5% | -15%&-6% | 11%&5% | 2.8&-1.2 | 48&66 | -0.7%&-0.7%
CCOP(=O)(Cc1cc(C#N)oc1C)OCC | -1% | i | 39 | -17% | 0.6% | -0.4% | -1% | 6% | 0.0 | 47 | 0.2%
C#C[C@@]1(O)CCC2C3CCC4=C/C(=N/OCC(=O)NC(C(=O)O)C(C)O)CC[C@]4(C)C3CC[C@@]21C (stereo partly specified) | -4% | i | 20 | 7% | 0.3% | 0.0% | -4% | 19% | -0.1 | 64 | -0.8%
COC(=O)C1=C(c2ccc3ccccc3c2)C[C@@H]2CC[C@H]1N2C(=O)NC1Cc2ccccc2C1 | / | i | 62 | 6% | 1.8% | 3.3% | 1% | / | 1.7 | 49 | /
CCC(CC)N1CCN(Cc2nc3ccccc3c(=O)n2-c2ccc(F)cc2)CC1 | 7% | i | 63 | 3% | -1.2% | 0.4% | -9% | -2% | -0.1 | 66 | -1.1%
C[N+]1(C)CCc2cc3c(cc2[C@H]1[C@@H]1OC(=O)c2c1ccc1c2OCO1)OCO3 | 24%&28%&1% | i | 29&22 | -3%&5% | 0.3%&-1.7% | 1.9%&1.8% | -4%&-6% | 4%&-10%&-3% | -0.3&0.4 | 64&60 | -0.4%&0.5%
O=S(=O)(F)c1ccc2nc(-c3cccc(Sc4ccccc4)c3)cc(Cl)c2c1 | 2% | i | 57 | 8% | 3.6% | -1.1% | -5% | -4% | 0.4 | 46 | 0.0%
COc1cc(C(C)=O)ccc1OC(=O)N(C)c1ccccc1 | 5% | i | 56 | -22% | 0.9% | -1.7% | / | -9% | -0.7 | 40 | -0.4%
CNC(=O)Nc1ccc(C(=O)N/N=C\C23CC[C@@H](O)CC2(O)CC[C@@H]2[C@@H]3CCC3(C)C(C4=CC(=O)OC4)CCC23O)cc1 (stereo partly specified) | 11% | i | 31 | 8% | 6.9% | 0.2% | -4% | -7% | -0.4 | 75 | 2.1%
NC1=Nc2ccccc2Oc2ccccc21 | 1% | i | 31 | 2% | -0.7% | 6.2% | -5% | 18% | -0.8 | 43 | /
CCCCCCC(Cl)(Cn1ccnc1)c1ccccc1 (stereo unspecified) | 15% | i | 34 | 5% | -0.7% | 0.9% | -17% | / | 0.6 | 51 | /
COc1ccc(-c2cc(=NCC(=O)O)c3ccccc3o2)cc1 | 8% | i | 50 | 4% | 0.0% | -0.1% | -3% | 2% | 2.1 | 64 | -0.7%
O=C1CCN(C(=O)CNC(=O)Cc2ccccc2)CC1 | 8% | i | 25 | -1% | 2.1% | 0.1% | 0% | -9% | -1.2 | 35 | 0.4%

High-throughput results as filed in PubChem BioAssay.
